# Source: PubChem (National Center for Advancing Translational Sciences (NCATS))
# Akt phos inh = HTS Assay for Inhibitors of Akt Phophorylation: Primary Screen; AID 651550, 2012; hit rate 0.32% among 360,000; activity change, % for hits at 50 µM; Neuro2A IGF-stimulated pAkt S473 HTRF, 20 min; stronger effect = lower value; in the data active = activity change below about -80%; inconclusive = mostly about -51% to -80%; note: % is set by controls: 0 for no effect and ±100 for the full control effect
#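 Neuro2A cells (4,500/well, DMEM with 0.5% FBS) were treated with compound at a single 50 µM final concentration, stimulated with 6 nM IGF for 20 min at 37 °C, and lysed. Phospho-Akt Ser473 was read by HTRF as 665/615 ratio ×10^4.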
# CCT modulator = High-Throughput Screening for Modulators of Cytosolic Chaperonin Activity. hit rate 0.3% among 360,000. AID 651819, 2012. activity change, % (concentration not given with the values), hits read low. purified chaperonin ATPase assay, HTRF ADP detection, 30 min; in the data active = activity change below about -30%; note: % is set by controls: 0 for no effect and ±100 for the full control effect
#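 We incubate TRiC, 40 or 20 nM final, with library compounds at 76 uM and 10 uM ATP for 30 min at 37 °C. ADP formed is detected with Transcreener HTRF reagents after 30 min at room temperature.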
# Nrf2 inh = Nrf2 qHTS screen for inhibitors; A549 ARE-Fluc reporter, luciferase luminescence, 18-24 h; Potency, µM (titrated, usually from 46 µM), inactives show at the highest dose activity change, negative = inhibition, usual class: inhibitors; hit rate 2.1% among 360,000; note: potency is the fitted concentration of half-maximal effect; % is set by controls: 0 for no effect and ±100 for the full control effect; nearly all actives have a fitted effect of over 60% in size
#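 Reporter: ARE-Fluc in A549. Exposure: 18-24 h, 37 °C, 5% CO2, 5% FBS OPTI-MEM. Readouts: fluorescent cytotoxicity (CellTiter-Fluor), then luminescent Nrf2 signal after BugLite.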
# Mm-Cpn inhibitor = Inhibitors of TCP-1 ring complex (TRiC) of Methanococcus maripaludis (MmCpn): qHTS; Chaperonin Mm-Cpn (Methanococcus maripaludis); purified Mm-Cpn ATPase, ADP Transcreener TR-FRET; Potency, µM (series often up to 76.9 µM), inactives show at the highest dose activity, negative = inhibition, actives largely listed as inhibitors; hit rate 0.031% among 330,000; note: potency is the fitted concentration of half-maximal effect; % is set by controls: 0 for no effect and ±100 for the full control effect; nearly all actives have a fitted effect of over 80% in size
#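 ATPase turnover read by TR-FRET ADP competition (Eu cryptate antibody/ADP-d2, 665/590 nm): 10uM ATP final, 25nM Mm-CPN final, 30 min 37degC after 10-min compound preincubation, pH 7.4 Tris/KCl/MgCl2/DTT buffer.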
# EPAC2 antag = qHTS for Antagonist of cAMP-regulated guanine nucleotide exchange factor 2 (EPAC2): primary screen; Rap guanine nucleotide exchange factor 4 (Homo sapiens), Q8WZA2; EPAC2 GEF exchange of Rap1B-BODIPY-GDP, fluorescence; Potency, µM (doses to about 114 µM), inactives show top-dose activity, negative = inhibition, usual class: inhibitors; hit rate 0.18% among 360,000; note: potency is the fitted concentration of half-maximal effect; % is set by controls: 0 for no effect and ±100 for the full control effect; nearly all actives have a fitted effect of over 45% in size; many of its hits are not listed in these tables
# Target sequence (Q8WZA2 whole entry, looked up): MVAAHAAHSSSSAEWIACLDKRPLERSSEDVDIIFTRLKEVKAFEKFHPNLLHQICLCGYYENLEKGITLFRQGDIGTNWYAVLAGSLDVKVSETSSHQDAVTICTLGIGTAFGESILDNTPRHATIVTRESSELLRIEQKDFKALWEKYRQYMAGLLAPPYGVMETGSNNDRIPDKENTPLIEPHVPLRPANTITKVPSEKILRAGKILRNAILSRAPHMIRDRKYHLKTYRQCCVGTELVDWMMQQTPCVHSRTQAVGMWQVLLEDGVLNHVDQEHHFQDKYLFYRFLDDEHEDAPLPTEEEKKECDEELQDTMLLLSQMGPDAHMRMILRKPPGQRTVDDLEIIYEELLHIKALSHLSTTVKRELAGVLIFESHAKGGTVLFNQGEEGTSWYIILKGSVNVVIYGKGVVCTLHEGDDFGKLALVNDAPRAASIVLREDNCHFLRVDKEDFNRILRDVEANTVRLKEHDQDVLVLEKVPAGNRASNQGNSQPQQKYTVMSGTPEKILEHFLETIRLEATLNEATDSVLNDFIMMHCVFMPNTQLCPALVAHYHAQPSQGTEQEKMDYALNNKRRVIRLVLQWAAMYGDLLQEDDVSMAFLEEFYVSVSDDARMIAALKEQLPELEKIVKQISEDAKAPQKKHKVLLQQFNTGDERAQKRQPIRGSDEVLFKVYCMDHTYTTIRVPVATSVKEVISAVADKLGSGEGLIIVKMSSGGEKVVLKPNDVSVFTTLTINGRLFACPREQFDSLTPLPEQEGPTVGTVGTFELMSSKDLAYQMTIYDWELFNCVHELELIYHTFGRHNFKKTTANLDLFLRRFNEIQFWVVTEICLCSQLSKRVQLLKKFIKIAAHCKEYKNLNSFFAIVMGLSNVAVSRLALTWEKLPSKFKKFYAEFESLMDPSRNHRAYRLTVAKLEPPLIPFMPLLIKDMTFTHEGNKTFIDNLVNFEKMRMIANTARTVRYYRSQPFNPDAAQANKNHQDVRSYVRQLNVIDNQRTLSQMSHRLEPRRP
# EPAC2 ag = qHTS for Agonist of cAMP-regulated guanine nucleotide exchange factor 4 (EPAC2): primary screen. Potency, µM (titrated, usually from 154 µM), for inactives: top-dose activation, usual class: activators. EPAC2 activation, biochemical qHTS; response scale: 100% = 6.5 mM cAMP response. AID 720711, 2013. hit rate 0.079% among 360,000. Rap guanine nucleotide exchange factor 4 (Homo sapiens), Q8WZA2; note: potency is the fitted concentration of half-maximal effect; nearly all actives have a fitted effect of over 50% in size
#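 Each well held 100 nM EPAC2, 250 nM RAP1B-BODIPY-GDP and 50 uM GDP. Fluorescence, read at 5-min intervals to 30 min, was referenced to a 6.5 mM cAMP positive control.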
# Nrf2 activator = qHTS of Nrf2 Activators; AREc32 ARE-luciferase reporter (MCF7-derived line), luminescence, 24 h; AID 624171, 2012; Potency, µM (highest dose often 46.1 µM), for the others: at the highest dose activation, usual class: activators; hit rate 0.31% among 410,000; note: potency is the fitted concentration of half-maximal effect; % of control where 0% means no effect; nearly all actives have a fitted effect of over 65% in size
#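 Luciferase luminescence (Steady-Glo, 30 min at room temperature) served as the read-out of ARE activation in AREc32 cells treated with compounds for 24 hr at 37 deg C.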
# A549 tox = Nrf2 qHTS screen for inhibitors: counterscreen for cytotoxicity; A549 ARE-Fluc cells, CellTiter-Fluor viability, 18-24 h; Potency, µM (titrated, usually from 46 µM), for the others: at the highest dose activity change, negative = cytotoxicity, most hits filed as inhibitors; AID 504648, 2011; hit rate 0.16% among 390,000; note: potency is the fitted concentration of half-maximal effect; % is set by controls: 0 for no effect and ±100 for the full control effect
#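 A549 ARE_Fluc cells in 5% FBS OPTI-MEM were exposed to compounds in concentration-response for 18-24 h at 37 deg C. Viability was read by CellTiter-Fluor fluorescence (Ex 405/Em 525) after 30 min, before the luciferase read.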
# TGFb SMAD3 inh = qHTS for Inhibitors of TGF-b; hit rate 1.2% among 410,000; Potency, µM (doses to about 46.1 µM), for inactives: top-dose activity, negative = inhibition, usual class: inhibitors; AID 588855, 2011; HepG2 CAGA-GFP TGF-b/SMAD3 reporter, GFP fluorescence, 18 h; TGF-beta stimulated, 500 pg/mL final; note: potency is the fitted concentration of half-maximal effect; % is set by controls: 0 for no effect and ±100 for the full control effect; nearly all actives have a fitted effect of over 65% in size
#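 First, reporter cells (HEPG2 CAGA-GFP) rested 2 h at 37 degrees C. Next, compounds were pinned in and TGF-beta added to 500 pg/mL final. After 18 h, GFP was imaged per cell and summed per well.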
# An asterisk follows results filed as active; i = inactive; u = inconclusive; x = not tested or not shown; & = joins results of further samples; [ ] = remark or other dose. Unless noted, calls come from the whole dose curve; as a rule, active = well fitted curve in the direction sought with a large enough effect; inconclusive = small, poorly fitted or top-dose-only effect, or another doubt; inactive = no such curve, though single readings can be large; an effect the other way counts as inactive or inconclusive. Not all compounds are listed. The share of hits here may be higher or lower than overall.
SMILES	Akt phos inh	A549 tox	CCT modulator	EPAC2 ag	Mm-Cpn inhibitor	Nrf2 activator	EPAC2 antag	Nrf2 inh	TGFb SMAD3 inh
O=c1c2ccccc2ncn1CCOCCOc1ccc([N+](=O)[O-])cc1	i	5%	-0.8	9%	-1%	-0.4%	0%	-20%	-2%
Cc1ccc(C)c(NC(c2ccccc2)c2nnc(-c3ccccc3F)o2)c1 (stereo not given)	x	12%	x	x	x	6.7%	x	-11%	-30%
O=C1c2[nH]nc(-c3ccccc3O)c2C(c2ccccc2F)N1Cc1ccco1 (stereo not given)	i	-18%	-0.5	-3%	2%	2.8%	-5%	11%	u
O=[N+]([O-])c1ccc(N2CCCCCC2)c([N+](=O)[O-])c1	i	-23%	-2.0	15%	1%	-0.2%	-4%	u	11%
CCNC(=O)C(=O)Nc1cc2c3c(c1)CCN3C(=O)CC2	i	2%	0.4	4%	3%	-0.3%	4%	4%	0%
COC(=O)Nc1ccc(S(=O)(=O)N2CCCC(C(=O)O)C2)cc1 (stereo not given)	i	4%	0.0	7%	-2%	-0.3%	14%	-4%	0%
CCc1ccc(C2c3[nH]c4ccccc4c3CCN2C(=O)CN2CCN(CC)CC2)cc1 (stereo not given)	i	-7%	0.6	6%	-5%	13%	-5%	18%	u
COc1cc(NS(=O)(=O)c2ccc(C)c(C)c2)c(OC)cc1Cl	i	u	-2.4	23%	0%	-0.2%	-7%	u	1%
CCOc1ccc(S(=O)(=O)Nc2ccc(OC)c(Cl)c2)c2cccnc12	x	-6%	x	x	x	13%	x	u	-1%
Cc1ccc(S(=O)(=O)N2C[C@H]3[C@H]4C(=O)N(Cc5ccccc5)C(=O)[C@H]4CC(=O)[C@H]3[C@@H]2c2ccccc2)cc1	i	x	-0.8	6%	x	-0.9%	-10%	x	-28%
C/C(CC1(O)C(=O)Nc2ccccc21)=N\O (stereo not given)	i	0%	1.6	9%	3%	-0.5%	-6%	24%	41%[activator]
O=C(C=Cc1ccccc1)c1ccc([N+](=O)[O-])cc1	i	5%	-2.1	8%	x	4.8%	-4%	u	u
Cc1ccc2c(c1)[C@H]1[C@H](CO2)[C@H](c2ccccc2)[C@]2(C)C(=O)N(Cc3ccc(F)cc3)CC(=O)N12	i	0%	-1.2	6%	-4%	5.2%	19%	-23%	-17%
CCN(CC)CC(=O)Nc1ccc(-c2nc3cc(NC(=O)CN(CC)CC)ccc3o2)cc1	i	-5%	-3.0	11%	-3%	3.8%	4%	x	8%
CN(C)CCCNC(=O)C[C@H]1C[C@H](C(=O)N2CCOCC2)[C@@]2(C)c3[nH]c4cc(-c5ccco5)ccc4c3CCN2C1=O	i	16%	1.7	1%	-1%	22%	-1%	u	-1%
CC1(C)Cc2c(C#N)c(N3CCN(C(=O)c4ccccc4)CC3)nc(Cc3ccccc3)c2CO1	i	11%	-1.1	-3%	-1%	-0.5%	-8%	x	42%[activator]
O/N=C/c1cn(-c2ccccc2)nc1-c1ccccc1	i	2%	0.1	4%	2%	2.8%	-9%	0%	u
COc1ccc(N2CC(C(=O)N[C@@H](C)C(=O)NC3CCCC3)CC2=O)cc1 (stereo not given in full)	i	0%	-1.8	6%	2%	0.3%	4%	-15%	-11%
Cc1cccnc1NC(=O)CCNC(=O)c1ccc(Br)cc1	i	0%	-2.7	0%	3%	-0.5%	-1%	-13%	-9%
Cc1ccc(C(=O)NCCc2nnc(SCC(=O)Nc3cccc(C(=O)O)c3)n2C)cc1	i	-9%	-0.2	4%	2%	0.2%	-1%	-7%	-6%
O=C(CN1CCN(C(=O)c2ccco2)CC1)Nc1cc(Cl)ccc1Cl	i	-11%	-0.1	-4%	1%	-0.5%	4%	-15%	1%
CN(C)c1ccc(NC(=O)CN2CCC(O)(c3ccccc3)CC2)cc1	i	-1%	0.1	2%	2%	0.2%	1%	14%	0%
Cc1ccc(S(=O)(=O)N(C)Cc2nc(-c3ccc(Br)cc3)no2)cc1	i	-5%	-0.2	23%	-10%	-0.3%	-15%	-20%	0%
CCc1cccc(C)c1NC(=O)c1ccc2c(c1)CCN2S(=O)(=O)c1ccc(Cl)cc1	x	1%	x	x	x	3.2%	x	u	-7%
COc1cccc(-c2noc(C3CC(=O)N(c4ccc(F)cc4)C3)n2)c1OC (stereo not given)	x	-12%	x	x	x	-0.4%	x	13%	-19%
COc1cccc(-n2c(=O)c3sccc3n(CC(=O)NCC3CCCO3)c2=O)c1 (stereo not given)	i	-13%	0.1	15%	-1%	0.0%	12%	0%	-3%
COc1ccc2c(c1)cc(C)c1nnc(SCC(=O)N(C)c3nc(-c4ccccc4)cs3)n12	i	-1%	-0.9	11%	0%	-0.6%	3%[57.1 µM]	-9%	3%
O=C(NCc1cccnc1)[C@@H]1CC=C[C@@H]2CCN(Cc3ccccc3)C(=O)[C@@H]21	i	0%	1.1	2%	x	-0.8%	2%	7%	-28%&-20%
CCC(C)N(C(=O)CSc1nc(-c2cccs2)nc2ccccc12)C1CCS(=O)(=O)C1 (stereo not given)	i	u	0.1	11%	x	2.4%	4%	8.2µM*	u
c1ccc(C2CC(c3ccccc3)n3ncnc3N2)cc1 (stereo not given)	i	4%	-5.2	6%	0%	6.5%	5%	1%	3%
CCCCNC(=O)CN1C(=O)c2cccc(N)c2C1=O	i	u	-1.1	3%	-8%	0.3%	0%	5%	-16%
CC(C)n1c(SCC(=O)Nc2nncs2)nnc1C1CC1	i	1%	0.4	12%	-3%	-0.7%	-9%	-11%	-15%
O=C(O)CCn1cc(/C=C2\NC(=S)N(c3ccccc3)C2=O)c(-c2ccc(Br)cc2)n1	i	9%	0.9	1%	-1%	-1.3%	u	3%	-4%
CN(C)CCOC(=O)CCc1ccccc1	x	-2%	3.7	-51%[15.6 µM]	1%	-0.1%	8%	-4%	14%
CCOC(=O)C1(CCOc2ccccc2)CCN(Cc2ccc(C(=O)OC)cc2)CC1	i	2%	0.1	26%	-2%	0.6%	-13%	3%	-27%
Cc1cccc(Nc2c([N+](=O)[O-])ccc3nonc23)c1C	i	-1%	-0.5	9%	0%	0.3%	9%	11%	-4%
N/C(=N\S(=O)(=O)c1cc(C(F)(F)F)cc(C(F)(F)F)c1)c1ccncc1	i	6%	-2.5	-10%	1%	-0.8%	-9%	3%	5%
Cc1c(NC(=S)NC(=O)CSc2ccc(Cl)cc2)cccc1C(=O)O	i	0%	-3.3	3%	1%	-0.4%	7%	2%	2%
Cc1cccc(C(=O)n2c(=S)nc3ccccn32)c1	i	-7%	0.5	13%	0%	u	-5%	u	-18%
O=C1CCN(CCc2ccccc2)CCN1[C@H](CSc1ccc(Br)cc1)Cc1ccccc1	i	-13%	-1.1	0%	1%	3.5%	-2%	-12%	u
Cc1nc2ccc(C(=O)N3CCC(O)(Cc4ccccc4)CC3)cn2c1N(C)C(=O)CCc1ccccc1	i	x	0.9	9%	x	-1.0%	7%	x	3%
COc1ccc(N2CC(NC(=O)c3cccc4ccccc34)CC2=O)cc1OC (stereo not given)	i	1%	-3.0	-1%	0%	0.1%	15%	-17%	-5%
Cc1ccc(CNC(=O)c2cc(S(=O)(=O)N3CCCC3)cn2C)cc1	i	1%	-0.4	4%	-4%	-0.3%	9%	-12%	3%
COc1cc(NC(=O)c2cc(Cl)ccc2Cl)ccc1NC(=O)c1cc2ccccc2o1	x	-1%	x	x	x	4.9%	x	u	-21%
CCCCN1C(=O)C(=O)N(CC(=O)Nc2cc(S(=O)(=O)N(C)C)ccc2C)C1=O	i	-6%	3.1	0%	2%	0.3%	2%	-3%	6%
O=C(c1cc2ccccc2o1)N1CCN(S(=O)(=O)c2ccccc2)CC1	i	9%	3.5	1%	2%	6.8%	-5%	1%	u
CCCn1c(N)c(N2CCCCC2)c(=O)n(CC(=O)Nc2cccc(S(=O)(=O)N(C)C)c2)c1=O	i	-1%	2.4	3%	1%	-0.6%	4%	-18%	-2%
O=C(N/N=C/c1ccc2c(c1)OCO2)c1ccn(Cc2ccc(Cl)cc2)n1	i	5%	-5.8	6%	-1%	6.7%	-2%	18%	-6%
c1ccc2c(c1)C(=Nn1cnnc1)c1ccccc1-2	x	u	0.2	13%	-1%	6.9%	0%	-1%	-15%
O=[N+]([O-])c1ccc(N/N=C2/CCCCC2c2ccccn2)cc1 (stereo not given)	i	-12%	1.1	15%	0%	2.8%	-4%	-13%	-2%
O=c1[nH]n(CCO)c(=O)c2cccnc12	i	1%	-2.0	2%	1%	-0.6%	-2%	2%	-1%
CNC(=O)C(C)N1c2cccc3cccc(c23)S1(=O)=O (stereo not given)	i	1%	-0.6	6%	-2%	3.8%	-2%	2%	0%

# Two entries drawn at random from the list so far:
SMILES	Akt phos inh	A549 tox	CCT modulator	EPAC2 ag	Mm-Cpn inhibitor	Nrf2 activator	EPAC2 antag	Nrf2 inh	TGFb SMAD3 inh
COc1ccc(N2CC(NC(=O)c3cccc4ccccc34)CC2=O)cc1OC (stereo not given)	i	1%	-3.0	-1%	0%	0.1%	15%	-17%	-5%
O=C1CCN(CCc2ccccc2)CCN1[C@H](CSc1ccc(Br)cc1)Cc1ccccc1	i	-13%	-1.1	0%	1%	3.5%	-2%	-12%	u
